NPYLR7 agonist – activates Aedes aegypti NPYLR7 receptor; HEK293T NPYLR7/Galpha15, GCaMP6s calcium fluorescence; activation, % at 10 µM; 270,000 tested, 0.15% active; in the data active = activation above about 40%;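 note: 0% = vehicle and 100% = reference agonist at the receptor; some compounds past the cut are filed as inactive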
hcGAS inh – inhibitors of human cGAS. 290,000 tested, 0.081% active. AID 1259398. inhibition, % at 12.5 µM. Q8N884. recombinant h-cGAS, ATP depletion, Kinase-Glo luminescence;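 note: 0% = vehicle reaction and 100% = reaction without DNA for no activity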
Target sequence (Q8N884 whole entry, looked up): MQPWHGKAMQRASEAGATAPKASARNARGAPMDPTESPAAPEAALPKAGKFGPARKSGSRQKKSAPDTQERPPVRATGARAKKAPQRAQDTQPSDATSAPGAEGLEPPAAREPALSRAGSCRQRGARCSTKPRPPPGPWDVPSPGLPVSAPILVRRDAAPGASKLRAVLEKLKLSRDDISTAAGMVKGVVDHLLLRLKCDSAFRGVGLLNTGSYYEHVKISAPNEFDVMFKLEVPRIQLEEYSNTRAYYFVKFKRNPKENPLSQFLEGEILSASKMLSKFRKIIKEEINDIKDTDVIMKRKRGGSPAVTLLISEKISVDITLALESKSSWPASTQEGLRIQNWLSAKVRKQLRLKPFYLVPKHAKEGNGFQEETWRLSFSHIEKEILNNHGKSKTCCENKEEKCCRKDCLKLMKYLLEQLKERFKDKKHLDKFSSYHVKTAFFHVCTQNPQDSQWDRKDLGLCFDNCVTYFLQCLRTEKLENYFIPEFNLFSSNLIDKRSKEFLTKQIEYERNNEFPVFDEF
mcGAS inh – inhibitors of mouse cGAS. Q8C6L5. recombinant cGAS, Kinase-Glo ATP depletion luminescence. inhibition, % at 12.5 µM. 160,000 tested, 0.15% active. AID 1259399;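 note: 0% = negative control wells and 100% = reference inhibitor with no enzyme activity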
An asterisk follows results filed as active; . = not tested or not shown; & = joins results of further samples. Cut-off read from the data, not from the text of the source, unless noted: active = inhibition above about 40%; inactive = the rest.

Fields – mcGAS inh | hcGAS inh | NPYLR7 agonist
COc1cccc(Cn2cccc2CN(Cc2ccc(C)cc2)C2CC2)c1
    -3 | -1 | -1
CCN(Cc1nc2cc(Cl)ccc2c(=O)[nH]1)C(=O)CC(NC(C)=O)c1ccc(C)cc1 (centres undefined)
    -6 | -5 | 17
COc1ccc2o/c(=N\NC(=O)c3ccc(Br)cc3)c(-c3nc4ccccc4[nH]3)cc2c1
    -2 | 0 | -7
CCC(C)N(Cc1cccc(OS(=O)(=O)c2ccc(F)cc2)c1)C(=O)c1cccc(F)c1 (centres undefined)
    -5 | -10 | 3
O=C(c1c(F)c(F)c(F)c(F)c1F)N1CCC(c2nc(-c3ccc(Cl)cc3)no2)CC1
    -7 | -9 | 5
COCCN(CCOC)C(=O)C1CCCCN1S(=O)(=O)c1ccc(C)cc1 (centres undefined)
    -8 | -4 | -6
O=C(NCCNc1nc(-c2ccc(F)cc2)nc2cc(Cl)ccc12)C1CCCC1
    -3 | -6 | .
O=C(/C=C\c1ccc2c(c1)OCO2)NCc1cc(-c2cc3ccccc3o2)on1
    -8 | -10 | 2
Cc1cc(NC(=O)NCc2ccc(Cl)cc2Cl)no1
    . | -1 | -2
COc1ccc(CN(C)Cc2cccc3cnccc23)c(OC)c1OC
    . | -12 | -5
COc1ccc2nc(-c3ccc(C)c(NS(=O)(=O)c4ccccc4Cl)c3)cn2n1
    -8 | -3 | -14
CCCCc1ccc(C(=O)N(CCOC)Cc2cccc(OS(=O)(=O)CC)c2)cc1
    -6 | -4 | -6
O=C(c1ccn[nH]1)N1CCCC(CCc2cccc(C(F)(F)F)c2)C1 (centres undefined)
    . | -2 | 12
O=C(CNC(=O)c1cccs1)NCc1cccs1
    . | -5 | 8
O=C(O)COc1cccc(/C=N\Nc2nc(N3CCCC3)nc(N3CCCC3)n2)c1
    -7 | -10 | -4
Cc1ccccc1C1CN(C(=O)c2cccc(Cl)c2)CC1C(=O)NCC1CC1 (centres undefined)
    -4 | -6 | .
CCOCCn1c(=O)c2c(nc3n2CCN3c2cc(C)ccc2OC)n(C)c1=O
    . | -8 | 5
Cc1cc(C)c(OCC(=O)N2N=CCC2(O)C(F)(F)F)c(C)c1 (centres undefined)
    -9 | -6 | -4
COc1cc(NC(=O)N2CCc3nc(Nc4ccc(C(C)C)cc4)ncc3C2)cc(OC)c1OC
    -3 | -3 | -7
CCc1nc2ccc(C(=O)N3CCN(C(C)=O)CC3)cn2c1N(C)Cc1ccc(N(C)C)cc1
    -3 | -4 | 5
CC(C)(C)c1ccc(S(=O)(=O)Nc2cc(Cl)ccc2C(=O)NCc2ccccc2)cc1
    -5 | -2 | 0
O=C(NCCCc1ccccn1)c1ccc(N2CCC(CO)C2)nc1 (centres undefined)
    -16 | -1 | 4
Cc1nnc2ccc(-c3ccc(NS(C)(=O)=O)cc3)nn12
    -7 | -5 | -12
NC(=O)C1CCN(Cc2ccc(-n3cccn3)cc2)CC1
    -6 | -8 | 8
O=C1CCCN1CCC1CCCCN1Cc1nc(Cc2cccc(F)c2)no1 (centres undefined)
    . | -10 | 7
Cc1ccc(-c2csc(-n3[nH]c(C)c(N=Nc4ccc(Cl)c(Cl)c4)c3=O)n2)cc1
    -6 | 4 | -5
COc1c(CO)cc(CO)cc(CO)c1=O
    -5 | -2 | 0
COc1ccc(Cl)cc1N1CCN(C(=O)c2ccc(C(F)(F)F)cc2)C(C)C1=O (centres undefined)
    -7 | -6 | -2
O=C(NCCn1cc(SCC(=O)N2CCc3ccccc32)c2ccccc21)c1ccccc1
    . | 0 | -1
COCC(=O)N1CCN(S(=O)(=O)c2ccc3c(c2)OCCO3)CC1
    0 | -4 | -3
NC(=O)c1nc(-c2ccc(OCc3ccccc3)cc2)nc2c1[nH]c(=O)n2-c1ccc(F)cc1
    -8 | -10 | 0
CCCCCC(=O)Nc1c(-c2cccc(F)c2)nc2cc(C)ccn12
    3 | 6 | -13
CS(=O)(=O)N1CCN(C(=O)CN2CCSc3ccccc32)CC1
    . | -6 | 0
O=C(CN1C(=O)NC2(CCCCC2)C1=O)N1CCN(C(=O)c2cccs2)CC1
    . | -7 | 0
CCOC(=O)C1(C)CCCN1C(=O)c1ccccc1OC (centres undefined)
    . | -18 | 0
N[C@@H](Cc1cc(-c2ccc(Cl)cc2Cl)cc(CP(=O)(O)O)c1O)C(=O)O
    . | 53* | -13
CN(Cc1nc2ccccc2n1C)C(=O)CCN(C)S(C)(=O)=O
    . | -5 | -7
CCOC(=O)c1nn(-c2ccc(C)cc2)c(=O)c2c(NC(=O)c3ccccc3[N+](=O)[O-])scc12
    -7 | -7 | 2
COc1ccc(N2C(=O)C(c3c(C(C)C)[nH]n(-c4ccc(Cl)cc4)c3=O)=C(N3CCC(C)CC3)C2=O)cc1OC
    1 | -1 | -5
O=C(c1cccs1)N(Cc1csc(COc2cc(Cl)ccc2Cl)n1)C1CC1
    -4 | -5 | 17

Five of the compounds above, in CSV form:
smiles,mcGAS inh,hcGAS inh,NPYLR7 agonist
CC(C)(C)c1ccc(S(=O)(=O)Nc2cc(Cl)ccc2C(=O)NCc2ccccc2)cc1,-5,-2,0
O=C(CNC(=O)c1cccs1)NCc1cccs1,.,-5,8
Cc1cc(C)c(OCC(=O)N2N=CCC2(O)C(F)(F)F)c(C)c1 (centres undefined),-9,-6,-4
CCN(Cc1nc2cc(Cl)ccc2c(=O)[nH]1)C(=O)CC(NC(C)=O)c1ccc(C)cc1 (centres undefined),-6,-5,17
O=C(c1ccn[nH]1)N1CCCC(CCc2cccc(C(F)(F)F)c2)C1 (centres undefined),.,-2,12

(list continues)
Fields – mcGAS inh | hcGAS inh | NPYLR7 agonist
O=C(NNS(=O)(=O)c1ccc(Cl)c(Cl)c1)c1csc(N2CCOCC2)n1
    -3 | -5 | -2
COC[C@H](Cc1ccccc1)NC(=O)c1cccnc1Nc1cccc(C)c1C
    -5 | -4 | -18
N#CC(=Cc1ccco1)c1nc(-c2cc3ccccc3o2)cs1
    . | -9 | 4
C=CCn1c(SCc2c(C)noc2C)nc2sc3c(c2c1=O)CCC(C)C3 (centres undefined)
    -4 | -6 | 2
Cn1c(Cc2ccccc2)nc2cnc(Nc3cccnc3)cc21
    -4 | -1 | 1
CCc1nc(CC)n(CCCS(C)(=O)=O)n1
    . | -11 | -1
O=C(O)c1cccc(S(=O)(=O)Nc2ccc(F)c(Cl)c2)c1
    . | 1 | 0
COc1ccccc1NC(=O)N(C)Cc1ccc(F)cc1
    -7 | -14 | -1
COc1ccc(S(=O)(=O)NCCNc2cc(-n3ccnc3C)nc(C)n2)c(C)c1C
    4 | 6 | -15
CCCCc1nc(N2CCCN(S(=O)(=O)c3ccc([N+](=O)[O-])cc3)CC2)c2c(-c3ccccc3)noc2n1
    1 | 3 | 0
Cn1nc2c(c1NC(=O)c1ccc(F)cc1)CCC2
    . | -14 | -1
Cc1nc(C)c(Cc2ccccc2Cl)c(N2CCN(C(=O)c3ccc(C)c([N+](=O)[O-])c3)CC2)n1
    1 | 5 | -4
COc1cccc([C@H](C)n2ccnc2-c2nc[nH]c2C)c1
    . | -4&-10 | 16&19
COc1cc2c(cc1OC)C(c1cccc3ccccc13)N(C(=O)c1c(Cl)cccc1Cl)CC2 (centres undefined)
    -8 | -3 | 23
CCOc1ccc(-c2cc3c(=O)n(CC(=O)Nc4ccc(OC)c(OC)c4)ncn3n2)cc1
    -10 | -5 | -12
COc1ccccc1N=Nc1c(C)[nH]n(-c2nc(-c3ccc(Cl)cc3)cs2)c1=O
    -2 | 1 | 4
COCC(=O)N1CCC2(CC1)CN(Cc1ccc(C)cc1OC)CCN2C
    -16 | -5 | 0
CN(CC(=O)Nc1ccc(F)cc1)CC(=O)N(CCC#N)c1ccccc1F
    . | -2 | 0
CC(C(=O)N1CCCn2nc(C(=O)O)cc2C1)c1n[nH]c(=O)c2ccccc12 (centres undefined)
    . | -3 | -1
COc1ccccc1/C=C1\NC(=S)NC1=O
    -6 | -4 | 12
COc1ccc(C)cc1C1=NN(c2ccc(C(=O)O)cc2)C(=O)CC1
    -9 | -5 | -3
CC1CCc2c(sc3nc(C(C)C)nc(N4CCN(C(=O)Nc5c(Cl)cccc5Cl)CC4)c23)C1 (centres undefined)
    -4 | -3 | -8
CCN1CCN(c2ccccc2NS(=O)(=O)c2ccccc2Br)CC1
    -6 | -4 | 2
COc1cccc(-c2cnnc(N3CCN(Cc4csc(C)n4)CC3)n2)c1
    -5 | -3 | -1
O=C(CSc1ccccc1)N1CCC(CO)(CCc2ccccc2)CC1
    -10&1 | -9&4 | 5&-10
FC(F)(F)Oc1ccc(-c2cccc(N3CCN(c4ccccn4)CC3)n2)cc1
    -2 | -4 | -5
O=C(CCN1C(=O)Cc2ccccc2C1=O)Nc1ccccc1
    -12 | -10 | 5
C=CCSc1nc2c(c(=O)[nH]1)C(c1ccc(F)cc1)C(C(=O)OC(C)C)=C(C)N2 (centres undefined)
    . | -9 | -1
O=C(COc1cc(Cl)cc(Cl)c1)N1CCc2sccc2C1
    -7 | -3 | -1
CCn1c(CC2CCN(CCc3ccccc3)CC2)n[nH]c1=O
    . | -6 | 8
CN(C)C1CCN(CC(=O)Nc2cccc(NC(=O)Cc3ccccc3)c2)C1 (centres undefined)
    . | -6 | 9
CN(C)C(=O)c1cccc(NC(=O)Cn2nnc3ccccc3c2=O)c1
    . | -15 | -1
COc1cccc(C(=O)CSc2nnc(-c3ccco3)n2-c2ccc(C)cc2)c1
    -3 | -2 | .
O=CNc1cc(-c2ccsc2)cn2c(-c3ccccc3)cnc12
    -3 | -4 | -5
COc1cc(C(=O)NCCc2csc3nc(-c4ccc(Cl)cc4)nn23)cc(OC)c1OC
    -2 | -1 | 2
CN(C)c1ccc(CC(=O)N2CCc3c(cnn3-c3ccccn3)C2)cc1
    . | 8 | 0
O=C1CN2Cc3c(ccc(Cl)c3Cl)N=C2N1
    -12 | -3&-4&-6 | -2&-3
CN(CC(=O)Nc1ccc(N2CCOCC2)cc1)C(=O)c1ccc2c(c1)NC(=O)CCS2
    . | -10 | 5
Cc1ccccc1COC1CCCN(C(=O)C2CCCC2)C1 (centres undefined)
    -2 | -1 | -9
CCCC(NC(=O)c1ccc(C)nc1)c1ccccc1 (centres undefined)
    . | -14 | 0
CCCc1nc(SCC(=O)N2CCN(S(=O)(=O)c3ccc(C(C)=O)cc3)CC2)n[nH]1
    -10 | -14 | 22
CC(=O)N1Cc2ccccc2CC1C(=O)Nc1ccccc1OC(F)F (centres undefined)
    -15 | -6 | -5
CCCOc1ncccc1CNC(=O)CN1Cc2ccccc2C1
    . | -5 | -2
O=c1oc2ccccc2n1CCN1CC[C@@H](c2ccc(F)cc2)[C@H](O)C1
    . | -1 | 8
CC(C)N1CCN(C(=O)c2cn(-c3ccc(-c4nc(C(C)(C)C)no4)cn3)cn2)CC1
    . | 1 | -11
CCCCCCC(=O)Nc1c(-c2cccc(OC)c2)nc2ccccn12
    -7 | -6 | -11
COC(=O)c1ccc(CN2CCC(n3nccc3NC(=O)Cc3ccccc3)CC2)cc1
    -5 | -7 | 1
COc1cccc(Cc2nsc(N(CCc3ccccc3)Cc3ccccc3)n2)c1
    -4 | -3 | 29
CCn1cc(C(=O)NS(=O)(=O)c2ncccc2C(=O)N(C)C)c2ccccc21
    -17 | -7 | -4
O=C(C1CCOCC1)N1CCCC(O)(C(F)(F)F)C1 (centres undefined)
    . | 2 | 3
COc1cc(C(c2c(C)[nH][nH]c2=O)c2c(C)[nH][nH]c2=O)cc(OC)c1OC
    . | -3 | 2
O=C(c1ccccc1-n1cncn1)N1CCC2(CCOCC2)CC1
    . | -3 | 4
CC(C)Oc1cccc(F)c1-c1ccc(CN2CCCC2)cn1
    . | -2 | -3
Cc1ccc(CCC2NC(=O)C(C#N)C(=S)N2c2ccccc2)o1 (centres undefined)
    . | -11 | 1
O=C(CN1Cc2ccc(Nc3cccc(F)c3)nc2C1=O)NCCN1CCOCC1
    . | -16 | 5
CC1(C(=O)NS(=O)(=O)Cc2ccccc2C(F)(F)F)CCN1C(=O)c1cccc(F)c1 (centres undefined)
    . | -7 | -2
O=C(CCCSc1ccc(NC(=O)c2ccco2)nn1)Nc1ccccn1
    -6 | 1 | -5
CCc1ccc(N2CCN(C(=O)c3cc4cc(Br)ccc4oc3=O)CC2)cc1
    -5 | 2 | -2
COC(=O)c1c(NC(=O)CN(C)CC(=O)Nc2cccc(F)c2)sc2c1CCCC2
    -7 | -6 | -1
CC(N)=C(C#N)C(=O)CSc1nnnn1C
    . | -2 | 9

Following part:
Fields – mcGAS inh | hcGAS inh | NPYLR7 agonist
CCCC(=O)OCC(O)CN(Cc1ccc(OC)c(OC)c1)Cc1ccco1 (centres undefined)
    0 | 6 | 1
O=C(NCc1ccco1)N1CCCC(c2n[nH]c(=O)n2-c2ccccc2)C1 (centres undefined)
    . | 2 | -3
CCOc1ccc(-n2c(C(C)N(Cc3ccco3)C(=O)c3ccc(Br)cc3)nc3ccccc3c2=O)cc1 (centres undefined)
    2 | 5 | -5
Cc1ccc(C)c(CSc2ccc3nnc(-c4ccccn4)n3n2)c1
    -9 | -4 | -2
CC#CC(=O)N1CCC(n2nccc2NC(=O)CCc2ccccc2)CC1
    . | 1 | 3
N#CC(C(N)=O)=C1CCCCC1
    . | -9 | -1
COc1ccc(-c2nnc(SCc3ccccc3Cl)n2-c2ccccc2C)cc1
    -3 | -1 | .
CCc1c(C)nc(-n2nc(C)cc2NC(=O)c2ccc(C)c(C)c2)[nH]c1=O
    -8 | -10 | 7
O=C(Nc1ccc(-c2ccccc2)cc1)c1ccc(=O)[nH]c1
    . | -4 | -5
COc1ccccc1-n1c(CNC(=O)c2ccccc2C(F)(F)F)nnc1SCC(=O)Nc1ccccc1F
    . | -3 | -8
Cc1cccc(-n2cc(CNCC3CCCO3)c(-c3cccc(F)c3)n2)c1 (centres undefined)
    -5 | -6 | -1

Screens deposited in PubChem BioAssay by Fisher Drug Discovery Resource Center.
